# TAAR1 antagonist = human TAAR1 antagonists, primary screen, Fluo-8 calcium fluorescence, CHO RD-HGA16 cells; Trace amine-associated receptor 1 (Homo sapiens), Q96RJ0; antagonist; inhibition, % at 3 µM; 360,000 tested, 1.5% active;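 active = inhibition above a per-plate cutoff, the mean inhibition of test compounds on that plate plus 3 SD, cut at about 49% in these data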;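 also: 0% = DMSO plus EC80 beta-PEA response and 100% = DMSO alone without agonist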
# Target sequence (Q96RJ0 whole entry, looked up): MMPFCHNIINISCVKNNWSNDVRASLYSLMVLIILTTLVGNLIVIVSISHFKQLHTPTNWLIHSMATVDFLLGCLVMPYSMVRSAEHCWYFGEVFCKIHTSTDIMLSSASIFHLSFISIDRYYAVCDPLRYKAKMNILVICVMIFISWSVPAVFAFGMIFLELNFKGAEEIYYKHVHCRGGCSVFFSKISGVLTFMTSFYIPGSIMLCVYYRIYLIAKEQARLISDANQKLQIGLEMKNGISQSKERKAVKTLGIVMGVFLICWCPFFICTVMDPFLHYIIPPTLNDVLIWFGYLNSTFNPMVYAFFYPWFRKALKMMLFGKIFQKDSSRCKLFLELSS
#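 Material: RD-HGA16 CHO cells with stable hTAAR1 and Gα16; Dosing: single nominal final test compound concentration of 3 µM; Schedule: seeding 17-24 h prior, 75-min 37 °C, 30-min RT dye loading; Detection: kinetic Fluo-8 calcium fluorescence measurement; Measure: % inhibition from peak post-agonist over basal fluorescence ratio; Benchmarks: vehicle and agonist controls.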
# CHRM1 agonist = human M1 muscarinic receptor agonists, primary screen, Fluo-8 calcium fluorescence, CHO-K1 cells, HTS | AID 588814, 2011 | Muscarinic acetylcholine receptor M1 (Homo sapiens), P11229 | activation, % at 3 µM | CHO-K1 hM1, agonist mode; 0% DMSO, 100% acetylcholine EC100 | 360,000 tested, 0.33% active;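 active = activation above the run's mean compound activation plus 3 SD, cut at about 16% in these data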;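 also: peak over basal fluorescence ratio within a 140 s kinetic read after compound addition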
# Target sequence (P11229 whole entry, looked up): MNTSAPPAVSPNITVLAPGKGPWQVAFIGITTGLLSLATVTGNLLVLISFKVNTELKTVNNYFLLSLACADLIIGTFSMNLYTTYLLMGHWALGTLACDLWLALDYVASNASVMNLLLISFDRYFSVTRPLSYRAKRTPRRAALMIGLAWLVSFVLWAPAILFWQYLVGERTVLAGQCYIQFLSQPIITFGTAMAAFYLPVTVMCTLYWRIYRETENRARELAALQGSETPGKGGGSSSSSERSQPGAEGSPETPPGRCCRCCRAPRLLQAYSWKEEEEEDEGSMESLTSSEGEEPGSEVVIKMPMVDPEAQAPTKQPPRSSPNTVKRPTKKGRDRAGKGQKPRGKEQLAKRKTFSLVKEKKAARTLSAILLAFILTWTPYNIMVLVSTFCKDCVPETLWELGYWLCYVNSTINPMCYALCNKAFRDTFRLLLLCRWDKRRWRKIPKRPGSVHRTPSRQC
# CHO parental Ca = ATP-evoked calcium signal inhibitors, parental CHO, primary screen, counter-screen for OX1R antagonist project, cell-based, fluorescence, Fluo-8 calcium dye | AID 463079, 2010 | 330,000 tested, 0.63% active | inhibition, % at 5.6 µM | parental CHO-K1, ATP-induced calcium, Fluo-8 fluorescence;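 active = inhibition above that plate's mean sample inhibition plus 3 SD, cut at about 26% in these data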;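 also: 0% = ATP-challenged DMSO wells and 100% = DMSO wells without ATP; some compounds past the cut are filed as inactive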
#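 test system = CHO parental line | reagent = ATP stimulus | measured by = intracellular calcium via Fluo-8 no-wash fluorescent dye | control set = ATP and no-ATP DMSO wells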
# TAAR1 agonist = human TAAR1 agonists, primary screen, Fluo-8 calcium fluorescence, CHO RD-HGA16 cells; Trace amine-associated receptor 1 (Homo sapiens), Q96RJ0; vehicle wells 0%, saturating PEA agonist 100%; activation, % at 3 µM; 360,000 tested, 0.99% active; AID 624467, 2012;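 active = activation above the mean activation of all test compounds in the run plus 3 SD, cut at about 38% in these data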
#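 Assay system – CHO-derived RD-HGA16 cells with stable Gα16 and human TAAR1 · Compound dosing – one-point dosing at 3 µM (nominal) · Incubation – 17-24 h seeding, 75 min 37 °C dye, 30 min RT · Measured by – kinetic Fluo-8 calcium fluorescence · Control set – DMSO vehicle as 0%, PEA at EC100 as 100% · Repeats – single well for each compound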
# M1 antag = human M1 muscarinic receptor antagonists, primary screen, CHO-K1 cells, Fluo-8 calcium fluorescence, 1536-well. Muscarinic acetylcholine receptor M1 (Homo sapiens), P11229. CHO-K1 hM1, ACh EC80 antagonist. inhibition, % at 3 µM. 360,000 tested, 1.3% active;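 active = percent inhibition above its own plate's cutoff, namely the mean of that plate's compound wells plus 3 SD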;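 also: peak over basal fluorescence ratio during 140 s after agonist addition; 0% = ACh EC80 plus DMSO and 100% = DMSO alone without agonist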
# V1aR counter = agonists of human V1a receptor, primary screen, counter-screen for OXTR agonist project, fluorescence, CHO-V1R cells. 320,000 tested, 0.25% active. Fluo-8 calcium fluorescence, agonist mode; 0% DMSO, 100% 3 nM vasopressin. AID 2797, 2010. activation, % at 3 µM. Vasopressin V1a receptor (Homo sapiens), P37288;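 active = activation above the mean activation of all tested compounds plus 3 SD, per screening run, cut at about 20% in these data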;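 also: signal is peak over basal fluorescence ratio across a 100 second FLIPR read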
# OXTR ag = human OXTR agonists, primary screen, fluorescence, CHO-OTR cells, Fluo-8 calcium | Oxytocin receptor (Homo sapiens), P30559 | Fluo-8 calcium fluorescence; normalized: DMSO 0%, oxytocin 100% | activation, % at 3 µM | 320,000 tested, 0.32% active;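 active = activation above the mean of all tested compounds plus 3 SD, cutoff set per screening run, cut at about 20% in these data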;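 also: peak over basal fluorescence ratio from a 100 s FLIPR kinetic read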
# M1 PAM = human M1 muscarinic receptor positive allosteric modulators, primary screen, CHO-K1 cells, Fluo-8 calcium fluorescence, 1536-well. AID 588819, 2011. Muscarinic acetylcholine receptor M1 (Homo sapiens), P11229. activation, % at 3 µM. 360,000 tested, 0.088% active. CHO-K1 hM1, ACh EC20; 0% = ACh EC20, 100% = maximal ACh; in the data active = activation above about 19%, passing the limit was not always enough
# OXTR potentiate = human OXTR potentiators, primary screen, fluorescence, CHO-OTR cells, Fluo-8 calcium | Fluo-8 calcium fluorescence, potentiator mode; 0% = oxytocin EC15, 100% = EC100 | Oxytocin receptor (Homo sapiens), P30559 | activation, % at 3 µM | 320,000 tested, 0.061% active;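 active = activation above that plate's cutoff, the mean activation of tested compounds plus 3 SD, cut at about 6.6% in these data, passing the limit was not always enough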;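 also: 100% uses oxytocin at 75 nM as the full agonist control; some results filed as inactive read as strong as hits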
#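 Assay system: CHO cell line stably expressing human OTR. Reagent: EC15 oxytocin agonist. Dosing: single dose, 3.0 µM nominal final compound concentration. Timing: compound 6 min at room temperature before oxytocin, 100 s read. Signal: kinetic Fluo-8 calcium fluorescence. Controls: oxytocin EC15 low and EC100 high.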
# The depositor's hits bear a star; / = not tested or not shown.
SMILES,TAAR1 antagonist,CHRM1 agonist,CHO parental Ca,TAAR1 agonist,M1 antag,V1aR counter,OXTR ag,M1 PAM,OXTR potentiate
Cc1ccc(NC(=O)CN(C(=O)N2CCN(C)CC2)S(=O)(=O)c2ccc(C)cc2)cc1,-18,-4,-9,2,-6,-0.2,1.2,1,-8
CC(=O)Oc1ccc(N(c2ccccc2)S(=O)(=O)c2ccc(C)cc2)cc1,-8,-5,-8,10,-14,-1.4,-1.8,3,-8
Cc1cc2nc(C3CCCCC3)c(CC(C)(C)C)n2c(C)c1Br,-31,-2,/,-1,-4,/,/,-4,/
CC(C)Cn1c(N)c(C(=O)COC(=O)CCc2nc3ccccc3c(=O)[nH]2)c(=O)n(C)c1=O,13,-3,-25,11,3,3.2,0.2,3,-4
O=C(c1cccs1)N1CCN(Cc2ccncc2)CC1,0,-5,-5,4,-1,0.8,0.3,2,-12
COc1ccc(C2C(C#N)=C(N)Oc3cc(O)ccc32)cc1C (configuration not stated),-5,15,-1,20,-12,0.6,0.6,13,-9
Cc1ccc(CNC(=O)c2cnccn2)cc1,-2,-3,-1,0,-10,-0.5,-1.6,9,-5
CCCC(=O)Nc1c(-c2ccccc2OC)c(=O)c2ccccc2n1C,-5,-7,2,1,-1,0.4,-1.0,-2,-2
N#CCSc1ccccc1NC(=O)CN1C(=O)C(=O)N(Cc2ccccc2)C1=O,-1,3,-12,6,-4,4.4,2.3,6,-6
CC(=O)NCc1ccc(C(=O)CSc2nnc(-c3ccncc3)n2Cc2ccccc2)o1,/,0,-7,/,-21,-0.2,0.1,16,-7
COCCNC(=S)N(Cc1cc2cc(C)ccc2n2nnnc12)C1CCCC1,-26,-3,-25,0,-6,0.4,0.2,5,-4
C=CCN1C(=O)C(CC(=O)Nc2ccc(OCC)cc2)N(Cc2ccccn2)C1=S (configuration not stated),6,-2,-28,2,0,0.1,0.5,-3,-7
COc1ccc(CCN2CC(C(=O)OCC(=O)NCc3ccccc3Cl)CC2=O)cc1OC (configuration not stated),1,-5,/,22,1,/,/,0,/
COc1ccc(NC(=O)c2ccc(OCC3CCCO3)cc2)cc1OC (configuration not stated),14,-4,-13,11,0,0.3,0.7,4,-8
C/C(=C/CCC(C)[C@H]1CC[C@@]2(C)C3=C(CC[C@]12C)[C@@]1(C)CCC(=O)C(C)(C)[C@@H]1CC3)C(=O)O (some centres not stated),0,5,-6,4,-7,0.7,-0.7,3,-17
O=C(Cn1nc2sc3ccccc3n2c(=O)c1=O)c1cccs1,4,-5,-8,3,0,-0.5,-0.3,3,-2
O=C(CN(CCc1ccccc1)C(=O)CNS(=O)(=O)c1ccc(F)cc1)NCC1CCCO1 (configuration not stated),1,-5,-25,5,-14,0.4,-0.4,8,1
COc1ccc(N2Cc3ccccc3C2=NC(=O)c2cncc(Br)c2)cc1,0,-4,-8,2,-4,-0.3,0.2,4,-2
Cc1ccc(N2CCN(c3ccc(C)cc3)C(CC(=O)O)C2=O)cc1 (configuration not stated),0,-4,0,7,-10,-0.4,-0.5,10,-3
CCCn1c(CC)nc([N+](=O)[O-])c1Sc1ccc(C)cc1,-8,-6,-16,13,7,0.2,-2.6,-7,-9
C=CCn1cc(C(=O)NCc2ccc(Cl)cc2)c(=O)c2cc(S(=O)(=O)N(CC)CC)ccc21,-21,-5,-16,-2,-14,0.3,0.3,11,-7
CSc1nc(O)c(C(c2ccccc2Cl)c2c(O)nc(SC)[nH]c2=O)c(=O)[nH]1,-5,-2,-5,1,-7,2.8,-0.1,6,-3
Cc1cccc(Oc2ncnc3onc(C)c23)c1C,-1,-7,-13,8,-17,-0.8,-2.7,6,-15
C#CCN(C[C@H]1[C@H](OC(=O)NCc2ccccc2)[C@H](OC(=O)NCc2ccccc2)C[C@H]2C(=O)N(c3ccccc3)C(=O)[C@@H]12)S(=O)(=O)c1ccc(C)cc1,5,0,/,3,10,/,/,-10,/
CC1=C(C(=O)c2ccccc2)C(c2ccc(N3CCOCC3)cc2)NC(=O)N1 (configuration not stated),7,-1,0,20,-7,3.2,2.9,7,1
O=C(CN1C(=O)/C(=C\C=C\c2ccccc2)SC1=S)Nc1ccc(F)cc1,-3,-4,13,4,-9,0.8,-0.4,12,-6
O=c1nc2ccccc2c(NS(=O)(=O)c2ccccc2)n1-c1ccccc1,-5,-1,-2,4,-7,-0.4,0.1,8,-5
Cc1ccc2nc(SCC(=O)Nc3cccnc3Cl)[nH]c2c1,-33,-3,-6,8,0,0.0,-2.4,5,-6
CCOc1ccc(NC(=O)CN(C)CC(=O)Nc2ccccc2C#N)cc1OCC,-25,-1,-13,2,-34,-0.4,-0.8,10,-8
O=C1CCCN1CCCNCC(=O)N1c2ccccc2Sc2ccccc21,-1,-6,5,10,77*,0.7,0.6,-24,-18
CS(=O)(=O)c1cccc(C(=O)OCC(=O)NCc2cccs2)c1,-8,-3,-6,0,3,0.1,-0.7,-1,0
CCc1ccc(NC(=O)Cn2cnc3c(=O)n(C)c(=O)n(C)c32)cc1,-15,-3,-2,0,-5,0.2,1.1,5,-4
COc1ccc(NC(=O)Nc2ncccc2C)cc1,-3,-3,-5,3,-10,0.2,0.9,2,-2
COc1ccc(NC(=S)N2N=CCC2c2ccccc2)cc1 (configuration not stated),12,-4,3,3,-1,-0.2,-0.3,4,-3
Nc1ccc(C(=O)c2ccc3c(c2)OCCO3)cc1N,/,-11,-17,/,-3,-1.2,-1.7,-8,-1
CC(C)(C)N1C(=O)[C@H]2[C@@H](c3ccc(Br)cc3)N3C(=O)N(c4ccc(Br)cc4)C(=O)[C@@]3(Cc3ccccc3)[C@H]2C1=O,/,-3,-22,/,-17,3.7,1.7,15,-3
CCOc1ccc(N(CC(=O)Nc2ccccc2C)S(=O)(=O)c2c(C)[nH]c(=O)[nH]c2=O)cc1,-3,-2,-2,0,-22,0.3,0.0,3,-4
O=C(Cc1ccccc1Cl)N/N=C/c1cccnc1,-10,-2,-7,0,-3,1.4,-0.1,3,-3
COCCN(CC(=O)Nc1ccccc1C(F)(F)F)C(=O)c1ccc(-n2cccn2)cc1,9,-3,-21,6,-9,0.0,0.8,4,-3
Cc1ccc(C)c(NC(=O)C2CC(O)CN2C(=O)Oc2ccccc2)c1 (configuration not stated),10,-3,-4,2,-2,-0.2,0.4,2,1
Cc1c(C)n(C)c2ccc(C(=O)NCCCN3CCOCC3)cc12,-23,-4,-5,1,-1,0.0,-0.8,-3,-6
Cc1cc(NC(=O)CSc2nnc(CNc3cccc(C(F)(F)F)c3)n2Cc2ccco2)no1,19,2,-18,13,13,6.1,4.6,-2,-17
CC(C(=O)c1ccc(Br)cc1)[n+]1cccc2ccccc21 (configuration not stated),9,-7,-10,4,12,1.6,1.9,-12,-3
CC(=O)c1ccc(C(=O)N2CCCC(CO)(Cc3ccccc3C)C2)s1 (configuration not stated),-15,-6,/,3,-6,/,/,7,/
CCCCNC(=O)[C@@](CC)(ONc1ccccc1C(F)(F)F)c1cccc2ccccc12,19,-6,-33,7,8,-1.4,-1.9,-6,-3
COc1cc(CN2CCN(CCOCCO)CC2)cc(OC)c1OC,7,-7,-7,2,-3,-0.4,0.0,1,-3
CCCc1c(C(=O)N/N=C(/C)c2ccncc2)nnn1-c1nonc1N,0,-3,1,6,-11,0.7,0.6,12,-14
COc1cc(OC)c(C(=O)O/N=C(\N)c2ccccc2)cc1OC,-17,-7,-11,-1,-7,-0.2,-0.7,7,-13
CCOC(=O)c1[nH]c2ccc(OC)cc2c1NC(C)=O,-10,-5,7,5,-6,0.3,1.2,2,-10
CN1C(=O)c2cccc(N(C)C)c2C1=O,0,-1,-10,15,-31,0.8,0.6,8,-5

# As entered above:
# Entry of `CCOC(=O)c1[nH]c2ccc(OC)cc2c1NC(C)=O` in M1 PAM: 2
# Entry of `Cc1cc(NC(=O)CSc2nnc(CNc3cccc(C(F)(F)F)c3)n2Cc2ccco2)no1` in M1 antag: 13
# Entry of `Cc1c(C)n(C)c2ccc(C(=O)NCCCN3CCOCC3)cc12` in TAAR1 antagonist: -23

# (list continues)
SMILES,TAAR1 antagonist,CHRM1 agonist,CHO parental Ca,TAAR1 agonist,M1 antag,V1aR counter,OXTR ag,M1 PAM,OXTR potentiate
O=C1CC(c2cccc(Cl)c2)c2cc3c(cc2N1)CCC3 (configuration not stated),-4,0,11,2,-2,-1.1,-1.9,-2,-8
c1ccc(COc2ccc(-c3sc(Nc4ccccc4)n[n+]3-c3ccccc3)cc2)cc1,/,/,0,/,/,-0.1,-0.9,/,-6
O=C(O)c1ccccc1C1=Nc2ccc(O)cc2Oc2cc(O)ccc21,18,7,4,32,10,23*,17,-8,-7
CC(C)c1ccc(/C=C/C(=O)NCCCc2ccccc2)cc1,5,-7,-13,3,-6,-0.4,-1.0,3,-4
COc1cc(NS(=O)(=O)c2ccc(NC(=O)COc3ccc(C)cc3)cc2)nc(OC)n1,2,-4,7,2,-5,-0.3,-1.0,6,-11
CC1CCN(S(=O)(=O)c2ccc(C(=O)OCc3ccc4c(c3)OCO4)cc2)CC1,8,-5,-12,14,-17,1.4,1.0,8,-4
N#C/C(=C/c1ccc2c(c1)OCO2)C(=O)NCCc1c[nH]c2ccccc12,/,2,-9,/,14,5.3,4.3,-6,-11
CCN(CCS(=O)(=O)c1ccc(Cl)cc1)C(=O)Nc1ccc(Cl)cc1,9,-1,-13,-1,-6,-2.1,-2.1,2,-2
O=C(NCc1cccc(C(F)(F)F)c1)C1CCCN(c2cnccn2)C1 (configuration not stated),-10,-2,-19,-1,19,1.3,0.4,-5,-9

# Two consecutive compounds already listed:
SMILES,TAAR1 antagonist,CHRM1 agonist,CHO parental Ca,TAAR1 agonist,M1 antag,V1aR counter,OXTR ag,M1 PAM,OXTR potentiate
O=C(O)c1ccccc1C1=Nc2ccc(O)cc2Oc2cc(O)ccc21,18,7,4,32,10,23*,17,-8,-7
CC(C)c1ccc(/C=C/C(=O)NCCCc2ccccc2)cc1,5,-7,-13,3,-6,-0.4,-1.0,3,-4

# Screens: PubChem BioAssay, The Scripps Research Institute Molecular Screening Center
